hIAP block = human IAP inhibition. P09923. purified IAP, CDP-Star luminescence, 30 min. inhibition, % at 10 µM. 330,000 compounds, 0.12% hits. AID 2544;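 active = inhibition reaching a set limit with compound at 10 µM in the primary screen, cut at about 35% in these data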;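 note: plate controls were DMSO wells with enzyme for no effect and no-enzyme buffer wells for full effect; values of inactives mirror those of a sister screen read the other way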
Target sequence (P09923 whole entry, looked up): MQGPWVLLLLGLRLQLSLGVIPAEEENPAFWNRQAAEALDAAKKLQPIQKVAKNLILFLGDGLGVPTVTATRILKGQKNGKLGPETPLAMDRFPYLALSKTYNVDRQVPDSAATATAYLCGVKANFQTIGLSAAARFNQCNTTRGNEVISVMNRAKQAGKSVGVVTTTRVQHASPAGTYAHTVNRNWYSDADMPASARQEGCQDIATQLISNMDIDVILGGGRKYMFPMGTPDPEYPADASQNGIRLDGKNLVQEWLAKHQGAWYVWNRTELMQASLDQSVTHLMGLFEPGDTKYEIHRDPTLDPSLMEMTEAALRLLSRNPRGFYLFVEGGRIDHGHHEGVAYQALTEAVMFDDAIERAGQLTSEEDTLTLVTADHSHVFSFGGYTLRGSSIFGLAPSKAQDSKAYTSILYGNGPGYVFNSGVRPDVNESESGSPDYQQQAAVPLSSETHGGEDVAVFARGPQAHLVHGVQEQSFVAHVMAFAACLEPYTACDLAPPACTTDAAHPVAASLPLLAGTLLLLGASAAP
mIAP block = mouse IAP inhibition. purified mouse IAP, CDP-Star luminescence, 30 min. inhibition, % at 10 µM. 330,000 compounds, 0.2% hits. AID 2806;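 active = inhibition of at least 40% at 10 µM in the primary screen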;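 note: plate controls were DMSO with enzyme for no effect and no enzyme wells for full effect; values of inactives mirror those of a sister screen read the other way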
mIAP act = increases mouse intestinal alkaline phosphatase activity; activation factor at 10 µM; AID 2805; muIAP, CDP-Star luminescence, 30 min; active compounds read high; 1 = vehicle-only enzyme signal, 0 = enzyme-free wells; 330,000 compounds, 0.24% hits;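 active = activation factor of at least 2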; note: the source names both 10 and 20 µM as test concentration; values of inactives mirror those of a sister screen read the other way
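System: Mouse IAP enzyme | Also added: CDP-Star substrate | Dosing: Compounds dispensed in DMSO | Schedule: 30 min enzyme-substrate-compound incubation at room temperature | Technique: Chemiluminescence readout | Control set: DMSO-only wells and no-enzyme negative control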
ATG4B inhibitor = ATG4B (human) cysteine protease inhibition. Q9Y4P1. AID 504462. inhibition, % at 8.33 µM. 340,000 compounds, 0.51% hits. ATG4B cleavage of LC3-PLA2, NBD-HPC fluorescence, 1 h; in the data active = inhibition above about 40%
A3G deaminase = APOBEC3G (human) deaminase inhibition | Q9HC16 | recombinant A3G, ssDNA deamination FAM/TAMRA fluorescence | inhibition, % at 20 µM | 330,000 compounds, 0.28% hits | AID 493012;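 active = inhibition of at least 40% at 20 µM, with no more than 30% in the related APOBEC3A deaminase screen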;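 note: plate controls were DMSO wells with A3G for no effect and wells lacking A3G enzyme for full effect; some compounds called inactive have numbers as strong as hits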
APOBEC3A inh = inhibitors of human APOBEC3A DNA deaminase | P31941 | recombinant A3A, FAM/TAMRA ssDNA deamination fluorescence | inhibition, % at 20 µM | 330,000 compounds, 0.41% hits;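 active = at least 40% inhibition at 20 µM here, with at most 30% in a related deaminase screen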;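 note: plate controls were A3A with DMSO for no effect and wells lacking A3A enzyme for full effect; some results filed as inactive read as strong as hits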
Target sequence (P31941 whole entry, looked up): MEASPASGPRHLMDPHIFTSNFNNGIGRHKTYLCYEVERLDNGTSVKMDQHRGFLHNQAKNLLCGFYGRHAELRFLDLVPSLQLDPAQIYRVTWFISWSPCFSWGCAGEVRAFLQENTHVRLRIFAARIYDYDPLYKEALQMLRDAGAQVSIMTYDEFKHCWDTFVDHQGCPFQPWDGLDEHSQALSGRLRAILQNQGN
MIN6 prolif = MIN6 beta-cell proliferation induction; MIN6 cells proliferation, ATPlite luminescence, 48 h; cells starved in 0.2% serum; 100% = growth in 10% serum; proliferation, % at 10 µM; 330,000 compounds, 0.29% hits; AID 2380;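 active = compounds whose signal lies at least 3.5 SD above the mean of all wells on their plate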;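 note: 0% = DMSO-treated cells in low-serum medium and 100% = 10% serum control; some compounds called inactive have numbers as strong as hits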
MPTP inh = blocks calcium-induced mitochondrial swelling | inhibition, % at 10 µM | isolated mouse mitochondria, Ca2+ swelling absorbance, 30 min | 360,000 compounds, 1.4% hits;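 active = inhibition of 50% or more, scaled per plate between neutral and stimulator controls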;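 note: 0% = DMSO wells given calcium and 100% = 1 mM EGTA wells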
hIAP activ = human IAP activation | activation factor at 10 µM | purified human IAP, CDP-Star luminescence, 30 min; active compounds read high; 1 = vehicle-only enzyme, 0 = enzyme-free background | 330,000 compounds, 0.16% hits;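 active = activation factor of the enzyme at least 2-fold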; note: the source names both 10 and 20 µM as test concentration; values of inactives mirror those of a sister screen read the other way
An asterisk follows results filed as active; . = no result given. Hits appear at their usual frequency; any-hit rate near 3.3%.

nr	molecule	hIAP block	mIAP block	mIAP act	ATG4B inhibitor	A3G deaminase	APOBEC3A inh	MIN6 prolif	MPTP inh	hIAP activ
1	Cc1ccccc1-c1nnn(Cc2cccc(S(=O)(=O)N3CCOCC3)c2)n1	-10	4	0.96	-11	-7	-1	-2	8.1	1.1
2	Cc1c(C(=O)N2CCCCCC2)oc2ccccc12	6	-4	1	2	-2	2	-3	-2.3	0.94
3	Cc1ccc([N+](=O)[O-])cc1NC(=O)CSc1nncc2ccccc12	-12	4	0.96	-5	-2	1	3	-0.8	1.1
4	O=C1Cc2cc(NS(=O)(=O)c3ccc(F)cc3)cc3c2N1CCC3	10	12	0.88	-12	-5	1	-5	-1.7	0.9
5	O=C(O)CN(CCc1ccccc1)S(=O)(=O)c1ccccc1	-14	0	1	-2	-5	0	-3	0.0	1.1
6	CCN(c1ccccc1)S(=O)(=O)c1ccc(C(=O)NCC(=O)Nc2ccc(F)c(F)c2F)cc1	9	6	0.94	-6	-6	-3	-4	0.8	0.91
7	Cc1ccc(C(=O)CN(CCC(=O)O)S(=O)(=O)c2ccc([N+](=O)[O-])cc2)cc1	15	5	0.95	-6	-11	2	-2	-0.8	0.85
8	c1ccc2sc(NC3=NCN(CC4CCCO4)CN3)nc2c1 (configuration not stated)	2	0	1	-4	-9	4	0	-5.0	0.98
9	Cc1c(C(=O)C(=O)N2CCN(C)CC2)c2ccccc2n1C	0	2	0.98	-6	-4	4	1	6.4	1
10	CN(C)S(=O)(=O)c1ccc(NC=C(C#N)C#N)cc1	5	0	1	-2	1	13	0	0.7	0.95
11	COc1ccccc1C(=O)NC(=O)COC(=O)c1nccnc1N	12	12	0.88	-4	-6	1	2	1.3	0.88
12	Cc1cccc(NC(=O)C2CCCN2C(=O)OCC(C)C)c1 (configuration not stated)	3	6	0.94	-2	-12	-3	0	0.8	0.97
13	COc1cc(/C=C/C(=O)OCC(=O)N(C)CC(=O)Nc2ccc(F)cc2)ccc1OC(F)F	3	-2	1	-6	-7	-2	-5	0.1	0.97
14	O=C(NCCc1ccccc1)c1nc(CS(=O)(=O)c2ccc(Cl)cc2)no1	-52	11	0.89	-11	0	-1	-4	0.6	1.5
15	C=CCn1c(SCC(N)=O)nnc1-c1cnccn1	-4	0	1	7	13	0	-2	-2.4	1
16	Cc1nn2c(C)c(C(=O)Nc3ccccc3)cnc2c1C#N	-18	-11	1.1	-2	-8	-7	-2	0.4	1.2
17	COc1cc(CC(=O)OCC(=O)NC2CC2)cc(OC)c1OC	5	0	0.99	-5	-4	4	0	-0.2	0.95
18	O=[N+]([O-])c1ccc(N2CCC(O)CC2)nc1	-15	5	0.95	2	-5	3	-1	0.9	1.2
19	COCCOC(=O)c1sc(=S)n(CCOC)c1N	18	16	0.84	0	-7	-1	1	-0.4	0.82
20	CCOC(=O)C1CCN(Cc2ccc(OCc3ccccc3)c(OC)c2)CC1	-27	-3	1	-1	14	-2	-2	-0.2	1.3
21	O=C1CN(C(=O)c2ccccc2)c2ccccc2N1	8	4	0.96	3	-2	-1	1	-0.8	0.93
22	COc1ccccc1CN1CC(C(=O)NCc2nccn2C)CCC1=O (configuration not stated)	-12	-4	1	21	-4	-4	11	-0.5	1.1
23	Cc1cc(C)c2nc(N3C(=O)C(O)=C(C(=O)c4ccco4)C3c3cccc(O)c3)sc2c1 (configuration not stated)	-12	22	0.78	-6	-4	-2	-5	2.4	1.1
24	CC(CCc1ccccc1)NC(=O)C1CCN(S(=O)(=O)N2CCCCC2)CC1 (configuration not stated)	14	-12	1.1	-12	-3	-4	-1	-0.9	0.86
25	OC(CNCCc1ccc(C(F)(F)F)cc1)COc1ccc2ccccc2c1 (configuration not stated)	-52	5	0.95	-15	0	1	-3	-4.0	1.5

Overlap with the part before: 5 compounds, followed by the next part.
nr	molecule	hIAP block	mIAP block	mIAP act	ATG4B inhibitor	A3G deaminase	APOBEC3A inh	MIN6 prolif	MPTP inh	hIAP activ
21	O=C1CN(C(=O)c2ccccc2)c2ccccc2N1	8	4	0.96	3	-2	-1	1	-0.8	0.93
22	COc1ccccc1CN1CC(C(=O)NCc2nccn2C)CCC1=O (configuration not stated)	-12	-4	1	21	-4	-4	11	-0.5	1.1
23	Cc1cc(C)c2nc(N3C(=O)C(O)=C(C(=O)c4ccco4)C3c3cccc(O)c3)sc2c1 (configuration not stated)	-12	22	0.78	-6	-4	-2	-5	2.4	1.1
24	CC(CCc1ccccc1)NC(=O)C1CCN(S(=O)(=O)N2CCCCC2)CC1 (configuration not stated)	14	-12	1.1	-12	-3	-4	-1	-0.9	0.86
25	OC(CNCCc1ccc(C(F)(F)F)cc1)COc1ccc2ccccc2c1 (configuration not stated)	-52	5	0.95	-15	0	1	-3	-4.0	1.5
26	N=c1oc2ccc(Cl)cc2cc1C(=O)Nc1ccc(F)cc1	-1	0	1	7	-6	-8	-3	0.6	1
27	C[C@H](NC(=O)c1ccc(C(C)(C)C)cc1)C(=O)N1CCC2(CC1)NCCc1[nH]cnc12	-33	6	0.94	0	-5	-3	3	-2.3	1.3
28	COc1ccc(C(=O)N2CCCc3ccccc32)cc1Br	-35	-8	1.1	4	-4	1	-2	-0.1	1.3
29	Cc1ccc(NC(=O)CSc2nc3c(c(=O)[nH]2)CCCC3)cc1C	28	5	0.95	-5	-7	-4	1	-1.0	0.72
30	COc1cccc2c1OC[C@@H](CO)[C@H]2N(C)C(=O)Nc1ccc(Cl)cc1Cl	-20	-3	1	-10	-2	-4	-1	1.6	1.2
31	O=C(Nc1nc2ccc(Oc3ccccc3)cc2s1)c1cc([N+](=O)[O-])ccc1N1CCOCC1	-1	21	0.79	-6	-6	2	0	2.4	1
32	CC(=O)Oc1ccc(-c2ccc(C(=O)NCCc3ccc(S(N)(=O)=O)cc3)cc2)cc1	8	-1	1	-12	-16	12	-2	0.3	0.92
33	COc1ccccc1N(CC(=O)NCc1ccccc1)S(C)(=O)=O	3	4	0.96	0	-3	-5	0	1.8	0.97
34	Cn1nccc1NC(=O)Nc1cccc(Cl)c1Cl	-2	-9	1.1	-3	0	0	-5	1.7	1
35	CCOC(=O)CN1NC2(CCCCC2)NC1=S	-12	51*	0.49	6	14	-2	0	-2.4	1.1
36	COCCn1c(SCC(=O)N2CC(=O)Nc3ccccc32)nc2ccccc2c1=O	14	-7	1.1	-2	1	0	0	0.2	0.86
37	O=C1NN=C(CSc2n[nH]c(=S)s2)CS1	0	11	0.89	2	67*	1	1	-1.6	1
38	N#CCSc1nnc(-c2ccc(S(=O)(=O)N3CCOCC3)cc2)n1CC1CCCO1 (configuration not stated)	11	4	0.96	3	-4	1	-3	0.1	0.89
39	CCOc1ccc(C(NC(=O)c2ccco2)c2ccc(OC)c(OC)c2)cc1 (configuration not stated)	-15	-13	1.1	-8	-2	-3	-2	0.1	1.2
40	NC(=O)c1cccnc1Oc1ccccc1	-6	-9	1.1	10	-10	-5	0	2.4	1.1
41	COC(=O)[C@H](CCSC)NC(=O)NCc1ccc(S(N)(=O)=O)cc1	20	5	0.95	3	3	2	8.2*	-0.6	0.8
42	CCCCOc1ccc(C2=CSC3=NCCN23)cc1[N+](=O)[O-]	-3	9	0.91	-1	-7	-4	-5	-0.7	1
43	CC(=O)N1CCCc2cc(S(=O)(=O)Nc3ccc(C)cc3C)ccc21	-10	-10	1.1	-9	-4	-4	-3	3.6	1.1
44	CC(NS(=O)(=O)c1ccccc1)C(c1cccs1)N1CCN(c2ccccc2)CC1 (configuration not stated)	11	-8	1.1	6	-3	1	-5	-2.4	0.89
45	O=C(c1ccccc1)c1ccc(C(=O)N2CCN(c3ccc(O)cc3)CC2)cc1	-8	-2	1	-14	-4	-8	-5	-0.2	1.1
46	O=C(O)c1ccccc1C(=O)Nc1ccc(S(=O)(=O)Nc2nccs2)cc1	-13	1	0.99	-3	6	2	1	-1.4	1.1
47	CN(CCc1ccccn1)C(=O)c1cccnc1Oc1ccccc1	-16	-14	1.1	-3	-7	-3	-3	-0.1	1.2
48	N#Cc1c(NC2CCCCC2)nc(-c2ccco2)c2c1CCCC2	1	-2	1	18	1	-5	-5	-0.7	0.99
49	C=CCN1C(=O)c2ccc(C(=O)N(CC)CC(=O)Nc3ccc(OC)cc3)cc2C1=O	2	-1	1	-10	-10	-3	0	2.2	0.98
50	Cc1[nH]nc2c1/C(=N\O)CCC2	-12	11	0.89	-7	-1	2	-2	0.0	1.1

Entries by screen from above:
MIN6 prolif for entries 29 to 35 → 1, -1, 0, -2, 0, -5, 0
mIAP block for entries 29 to 35 → 5, -3, 21, -1, 4, -9, 51*

Records 47 to 50, reprinted for reference:
nr	molecule	hIAP block	mIAP block	mIAP act	ATG4B inhibitor	A3G deaminase	APOBEC3A inh	MIN6 prolif	MPTP inh	hIAP activ
47	CN(CCc1ccccn1)C(=O)c1cccnc1Oc1ccccc1	-16	-14	1.1	-3	-7	-3	-3	-0.1	1.2
48	N#Cc1c(NC2CCCCC2)nc(-c2ccco2)c2c1CCCC2	1	-2	1	18	1	-5	-5	-0.7	0.99
49	C=CCN1C(=O)c2ccc(C(=O)N(CC)CC(=O)Nc3ccc(OC)cc3)cc2C1=O	2	-1	1	-10	-10	-3	0	2.2	0.98
50	Cc1[nH]nc2c1/C(=N\O)CCC2	-12	11	0.89	-7	-1	2	-2	0.0	1.1

Next section:
nr	molecule	hIAP block	mIAP block	mIAP act	ATG4B inhibitor	A3G deaminase	APOBEC3A inh	MIN6 prolif	MPTP inh	hIAP activ
51	COc1ccc(C2CC(c3ccc(C(F)(F)F)cc3)=NN2c2ccc(S(N)(=O)=O)cc2)cc1 (configuration not stated)	.	-74	1.7	-3	0	2	.	1.9	.
52	COc1cc(C(=O)N2CCN(S(=O)(=O)c3ccc(C)cc3)CC2)ccc1OCc1c(C)noc1C	-10	1	0.99	-8	-2	-4	2	-0.6	1.1
53	CN1C(=O)C(C)(C)c2cc(S(=O)(=O)NCC(=O)NCc3ccccc3)ccc21	2	-2	1	-22	-2	1	1	-1.2	0.98
54	CCOc1nc(C)cc(C)c1S(=O)(=O)c1cccc(C)c1	5	-1	1	.	1	3	1	.	0.95
55	O=c1cc(-c2cccc([N+](=O)[O-])c2)[nH][nH]1	10	9	0.91	-1	-4	-1	-1	-1.3	0.9
56	O=NN(CCCl)C(=O)NCCCl	-11	1	0.99	-1	-1	1	-2	-1.1	1.1

Fetched by compound from the list above (two):
nr	molecule	hIAP block	mIAP block	mIAP act	ATG4B inhibitor	A3G deaminase	APOBEC3A inh	MIN6 prolif	MPTP inh	hIAP activ
50	Cc1[nH]nc2c1/C(=N\O)CCC2	-12	11	0.89	-7	-1	2	-2	0.0	1.1
41	COC(=O)[C@H](CCSC)NC(=O)NCc1ccc(S(N)(=O)=O)cc1	20	5	0.95	3	3	2	8.2*	-0.6	0.8

Compound activity (PubChem)
